PGE2 EP2 inh – human EP2 receptor antagonists, primary screen, TR-FRET cAMP, C6 glioma cells. Prostaglandin E2 receptor EP2 subtype (Homo sapiens), P43116. C6 glioma cells expressing human EP2; cells stimulated with saturating PGE2. inhibition, % at 25 µM. 260,000 tested, 0.52% active. AID 1422, 2008;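 active = percent inhibition above 40 after rounding to a whole number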;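 note: rat C6 glioma host cells with rolipram phosphodiesterase inhibitor present; the protocol text gives 20 µM as final concentration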
Target sequence (P43116 whole entry, looked up): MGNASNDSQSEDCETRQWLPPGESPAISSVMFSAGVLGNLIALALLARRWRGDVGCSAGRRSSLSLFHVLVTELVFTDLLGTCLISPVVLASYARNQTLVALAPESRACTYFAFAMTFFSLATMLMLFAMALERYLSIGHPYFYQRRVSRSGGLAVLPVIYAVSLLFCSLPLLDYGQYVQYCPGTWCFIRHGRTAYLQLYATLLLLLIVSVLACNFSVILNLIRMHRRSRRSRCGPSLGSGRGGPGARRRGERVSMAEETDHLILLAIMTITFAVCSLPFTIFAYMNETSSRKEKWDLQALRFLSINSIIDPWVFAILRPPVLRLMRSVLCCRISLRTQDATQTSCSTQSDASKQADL
Active calls of the source: *. These rows are one share of the data; the hit share may differ from the screen's.

SMILES	PGE2 EP2 inh
CN(C)C(=O)COc1ccc2c(-c3ccccc3)cc(=O)oc2c1	19.7
COc1cccc(-c2nc3ccc(N)cc3[nH]2)c1	26.2
Cn1c(=O)sc2cc(S(=O)(=O)NCC3(c4ccccc4)CCOCC3)ccc21	8.0
COc1cccc(CN2C[C@@H]3CCCN3C[C@@H]2Cc2ccccc2)c1O	5.2
COC(=O)c1c(NC(=O)c2cc(OC)c(OC)c(OC)c2)sc(C(=O)N2CCOCC2)c1C	8.0
O=C(CN1CCC(C(=O)c2ccc(Cl)cc2)CC1)NC1CCCCC1	10.2
COCCCNC(=S)N(Cc1ccco1)Cc1cc2ccc(OC)cc2[nH]c1=O	9.3
Clc1ccc2c(N3CCC(CCC4CCN(c5ncnc6cc(Cl)ccc56)CC4)CC3)ncnc2c1	52.1*
O=C1CC[C@H](NC(=O)c2ccccc2)C(=O)N1	13.7
CCOc1ccc2nc(SCC(=O)Nc3ccc(OC)c(OC)c3)sc2c1	7.4
CN(C)CCN[C@@H]1CCN(Cc2ccccc2F)C[C@H]1O	1.7
CCc1ccc2[nH]c(=O)c(CN(CCc3cccc(C)c3)C(=O)Nc3ccc(OC)cc3)cc2c1	4.0
CCOc1ccc2c(c1)C1C=CCC1C(c1ccc(F)cc1)N2 (stereo unspecified)	8.6
CCOc1ccc(NC(=O)COC(=O)C2CC(=O)N(c3ccccc3)C2)cc1 (stereo unspecified)	15.6
CC(=O)Nc1nc2c(ccc3ccccc32)s1	8.8

Continued, overlapping the part above by two compounds.
SMILES	PGE2 EP2 inh
CCOc1ccc(NC(=O)COC(=O)C2CC(=O)N(c3ccccc3)C2)cc1 (stereo unspecified)	15.6
CC(=O)Nc1nc2c(ccc3ccccc32)s1	8.8
COc1ccc(C2=NN(C(C)=O)C(c3ccc(OC)c(OC)c3)C2)c(O)c1 (stereo unspecified)	9.7
Cc1ccc(CN(Cc2cc3cccc(C)c3[nH]c2=O)C(c2nnnn2C2CCCC2)C(C)C)cc1 (stereo unspecified)	6.6
Cc1ccc2nc(SC(C)C(=O)NCc3ccccc3)c(C)cc2c1 (stereo unspecified)	9.9
Cc1cc2c(cc1CN1CCC(O)(c3ccccc3)C1)OCO2 (stereo unspecified)	9.6
Cn1ncc(Cl)c1C(=O)NC(=S)Nc1sc2c(c1C#N)CCCC2	13.6
O=C(O)[C@@H]1CCN(Cc2oc(CO)cc(=O)c2O)C1	14.0
COc1cccc(OC)c1C(=O)Nc1ccc2oc(=O)ccc2c1	11.9
CN(C)CCN(Cc1ccncc1)Cc1c(Cl)cccc1Cl	5.3
Cc1cc(C)c2cc(CN(Cc3nnnn3C(C)(C)C)CC3CCCO3)c(=O)[nH]c2c1 (stereo unspecified)	11.5
CCc1cc2cc3c(cc2nc1SCC(=O)NNC(=O)c1ccccc1)OCO3	27.4
O=C(c1ccc(Cl)cc1Cl)N1CCC(C(=O)N2CCOCC2)CC1	8.5
CCN(CC)c1ccc(C2C(C#N)C(=O)NC(=O)C2[n+]2ccccc2)cc1 (stereo unspecified)	4.5
COc1ccc(S(=O)(=O)Nc2ccc(-c3nc4c(C)cccc4[nH]3)cc2)cc1NC(C)=O	16.3
O=c1[nH]c2c(cc1CNCCO)c(-c1cccc(F)c1)nn2-c1ccccc1	10.9
Cc1cccc(C(=O)N(Cc2cc3cc(C)ccc3[nH]c2=O)C2CC2)c1	12.6
CCOC(=O)Cc1csc(NC(=O)CSc2nc3c(C)c(C)ccc3cc2C#N)n1	13.7
COc1ccc(-c2csc(NC(=O)Cn3cnc4ccccc4c3=O)n2)cc1	15.9
CS(=O)(=O)N1CCN(c2ccc3c(c2)C(=O)c2ccccc2C3=O)CC1	26.9
O=C(O)C[C@H]1c2cc(F)ccc2S(=O)(=O)N1C1CCN(Cc2ccccc2)CC1	22.7
CCOc1cccc(CN2CCC(C(=O)N3CCCC(C)C3)CC2)c1O (stereo unspecified)	11.4
N=C1SCC(=O)N1c1ccc(Cl)cc1	5.6
O=C(c1ccccc1F)N1CCCc2cc(C(O)CN3CCOCC3)ccc21 (stereo unspecified)	7.6
COc1nc(NCCc2ccc(OC)c(OC)c2)nc(Nc2ccccc2)n1	9.5
CCOc1ccc(NC(=O)CSc2nnc(-c3cccnc3)n2CC)cc1	12.8
CN(C)CCNC(=O)C(=O)NCc1ccc2c(c1)OCO2	8.7
COc1cc(-c2cc(C#N)on2)ccc1OCc1ccccc1	9.4
CCCC(c1nnnn1C(C)(C)CC)N(Cc1ccccc1)Cc1cc2ccc(C)c(C)c2[nH]c1=O (stereo unspecified)	6.7
COc1cc(CN2CCC(NC(C)=O)(c3ccc(F)cc3)CC2)c(Cl)cc1O	2.8
Cc1ccc2nc3sc(C(=O)NC4CCCC4)c(N)c3cc2c1	18.8
COc1ccccc1CC(=O)N1CCC[C@@H]1Cn1nc(-c2cccs2)ccc1=O	10.8

Arranged by SMILES length (low to high): some entries from above.
SMILES	PGE2 EP2 inh
N=C1SCC(=O)N1c1ccc(Cl)cc1	5.6
CN(C)CCN(Cc1ccncc1)Cc1c(Cl)cccc1Cl	5.3
CN(C)CCNC(=O)C(=O)NCc1ccc2c(c1)OCO2	8.7
COc1cccc(OC)c1C(=O)Nc1ccc2oc(=O)ccc2c1	11.9
CCOc1cccc(CN2CCC(C(=O)N3CCCC(C)C3)CC2)c1O (stereo unspecified)	11.4
O=C(c1ccc(Cl)cc1Cl)N1CCC(C(=O)N2CCOCC2)CC1	8.5
O=C(c1ccccc1F)N1CCCc2cc(C(O)CN3CCOCC3)ccc21 (stereo unspecified)	7.6
CCc1cc2cc3c(cc2nc1SCC(=O)NNC(=O)c1ccccc1)OCO3	27.4
Cc1cccc(C(=O)N(Cc2cc3cc(C)ccc3[nH]c2=O)C2CC2)c1	12.6
COc1cc(CN2CCC(NC(C)=O)(c3ccc(F)cc3)CC2)c(Cl)cc1O	2.8
COc1ccccc1CC(=O)N1CCC[C@@H]1Cn1nc(-c2cccs2)ccc1=O	10.8
O=C(O)C[C@H]1c2cc(F)ccc2S(=O)(=O)N1C1CCN(Cc2ccccc2)CC1	22.7
Cc1cc(C)c2cc(CN(Cc3nnnn3C(C)(C)C)CC3CCCO3)c(=O)[nH]c2c1 (stereo unspecified)	11.5
COc1ccc(S(=O)(=O)Nc2ccc(-c3nc4c(C)cccc4[nH]3)cc2)cc1NC(C)=O	16.3
CCCC(c1nnnn1C(C)(C)CC)N(Cc1ccccc1)Cc1cc2ccc(C)c(C)c2[nH]c1=O (stereo unspecified)	6.7

The list goes on.
SMILES	PGE2 EP2 inh
CCN(CC)C(=O)C1CCN(S(=O)(=O)c2ccc(C)cc2)CC1	3.9
COc1ccc(Cl)cc1NC(=O)C1CCN(C(=O)c2ccccc2Cl)CC1	9.1
Cc1cccc(C2(O)CCN(C(=O)COc3ccc4nsnc4c3)CC2)c1	32.6
O=C(NCc1ccccc1F)c1nccc2ccccc12	7.7
C=CCOc1ccc(Cl)cc1C(=O)N1CCC(O)(c2cccc(C)c2)CC1	4.3
COc1ccc(CN2CC[C@@H](NCCCN(C)C)[C@H](O)C2)cc1	13.3
COc1cc(OC)c(NC(=O)CSc2nnc(-c3cccnc3)o2)cc1Cl	9.4
CCn1c(SCC(=O)Nc2c(C)cccc2C)nc2c1c(=O)n(C)c(=O)n2C	17.4
COc1ccccc1CCCNC(=O)c1ccc2c(c1)NC(=O)C(C)(C)O2	11.8
CCOc1ccc(NC(=O)CSc2nnc(-c3ccncc3)n2Cc2ccco2)cc1	8.5
Cc1cc(C)c2[nH]c(=O)c(CN(CC3CCCO3)C(=O)c3ccco3)cc2c1 (stereo unspecified)	7.3
O=C(O)C[C@H](Nc1ccccc1)C(=O)O	16.0
Cc1ccc(CN(CCCn2ccnc2)Cc2cccc(Cl)c2)o1	4.2
COc1ccc(-c2nc3ccccc3o2)cc1NC(=O)c1ccc2c(c1)OCO2	8.2
COc1ccc2[nH]c(=O)c(CN(CCN(C)C)C(=S)NC3CCCCC3)cc2c1	12.3
O=C(CN(CC1CCCO1)C(=O)CCC(=O)Nc1nccs1)NCCc1ccccc1 (stereo unspecified)	14.1
CCCn1c(SCC(=O)Nc2ccc(C)cc2C)nnc1-c1ccncc1	8.1
CCc1nc2ccc(NC(C)=O)cc2c(=O)n1Cc1ccc(F)cc1	10.8
CC(C(=O)NC1CCCC1)N(C(=O)c1snc(C(N)=O)c1N)c1cccc(F)c1 (stereo unspecified)	16.1
COc1ccc(NC(=O)c2oc3ccccc3c2C)cc1	6.4
OC1(c2ccc(F)cc2)CCN(Cc2cc(Cl)c3c(c2)OCO3)CC1	12.8
CCc1nnc(NC(=O)c2c(C)cc(C)cc2C)s1	7.8
COc1cc(S(=O)(=O)NCCC2=CCCCC2)ccc1-n1cnnn1	11.3
CCn1c(CCCc2nc3c([nH]2)c(=O)n(C)c(=O)n3C)nc2c1c(=O)n(C)c(=O)n2C	44.8*
Cc1cc(CN2CCCCC2)c(O)c(CN2CCCCC2)c1	58.7*
CCc1cc2cccc(C)c2nc1SCC(=O)Nc1ccc(S(=O)(=O)N(C)C)cc1	2.8
Nc1cc(-c2ccco2)nn(CC(=O)N2CCOCC2)c1=O	8.0
CCc1nnc2sc(-c3ccc(NC(=O)c4cc(OC)c(OC)c(OC)c4)cc3)nn12	20.3
COc1ccccc1CNS(=O)(=O)c1cccc(S(=O)(=O)N2CCCC2)c1	9.6
Cc1sc2ncn(C(C)C(=O)O)c(=O)c2c1C (stereo unspecified)	13.0
COc1cc2ccc(=O)oc2c(O)c1O	13.1
N=C(N)SCc1ccc(Cl)cc1Cl (tested in a mixture with another compound)	52.6*
CC[C@@H](Cn1nc(-c2ccc(F)c(F)c2)ccc1=O)NC(=O)Cc1ccccc1F	6.4
CC1CC(C)N(C(=O)c2cc(-c3ccccc3Cl)on2)C(C)C1 (stereo unspecified)	8.5
CC(C)n1c(C(=O)OC(C(=O)NCc2ccccc2)c2cccnc2)cc2sccc21 (stereo unspecified)	8.2
COc1ccc(C(=O)C2CCN(S(=O)(=O)c3ccc(OC)cc3)CC2)cc1	13.8
O=S(=O)(O)c1cc(S(=O)(=O)O)c2c(N=Nc3cccc4ccccc34)c(O)ccc2c1	35.5
COc1ccc(N2CC(C(=O)OCC(=O)Nc3cccc(C)c3)CC2=O)cc1 (stereo unspecified)	12.5
COc1ccc(-c2ccc3oc(-c4ccsc4)c(-c4ccc(OC)cc4)c3c2)cc1	9.0
COc1cc(NC(=O)CSc2nnc3c(n2)[nH]c2ccccc23)cc(OC)c1	9.6
C[C@H](CCC(=O)NN)[C@@H]1CC[C@@H]2[C@H]3CC[C@H]4C[C@@H](O)CC[C@]4(C)[C@@H]3CC[C@]21C	48.9*
CC(=O)NC1(c2ccccc2)CCN(CC(=O)N2CCOCC2)CC1	6.1
COc1ccccc1C1(O)CCN(Cc2cccc(Oc3ncccn3)c2)CC1	9.3
COc1cc(OC)c(C2SCCN2S(=O)(=O)c2ccc(C)cc2C)cc1OC (stereo unspecified)	10.8
Cc1cc(S(=O)(=O)N(C)Cc2ccccc2)ccc1-n1cnnn1	11.8
CCc1ccc(OCc2nnc(SCC(=O)Nc3ccc(Br)cc3)n2CC)cc1	8.2
COc1cc(/C=C2\SC(=S)N(CCC(=O)Nc3ccc(O)cc3)C2=O)cc(OC)c1OC	10.8
CCO[C@H]1OC(C(N)=O)=C[C@@H](C2CC2)[C@@H]1CCCO	10.9
CCN(CC)S(=O)(=O)c1ccc(S(=O)(=O)N2CCN(S(C)(=O)=O)CC2)cc1	11.1
CN(C(=O)c1cc(-c2ccc(Cl)cc2Cl)on1)C1CCCCC1	7.2
O=C(CSc1nnc(C2CC2)n1Cc1ccccc1)N1CCc2ccccc21	11.3
COc1ccc(C(c2nnnn2C2CCCC2)N2CCN(C(=O)c3ccco3)CC2)cc1OC (stereo unspecified)	14.1
COCCn1c(SCC(=O)N2CCOCC2)nc2ccccc2c1=O	10.6
COc1ccccc1NC(=O)NCc1ccc(N2CCCC2=O)cc1	8.3
C=C1CCN([C@@H](CC(C)C)C(=O)NCc2ccccc2)S(=O)(=O)c2ccccc21	17.7
O=C(CSc1nnc(-c2ccc(S(=O)(=O)N3CCCC3)cc2)o1)Nc1nccs1	5.7
CC1CC(C)CN(S(=O)(=O)c2ccccc2)C1 (stereo unspecified)	9.1
Cc1c(C)c2ccc(OCC(=O)Nc3cccc(C#N)c3)c(C)c2oc1=O	12.3

Source: PubChem BioAssay
